CRFR2-BP ag: agonists of CRF-BP/CRF-R2 complex, primary screen, cell-based, HEK293, calcium dye fluorescence, uHTS. calcium dye fluorescence (FLIPR); percent of saturating CRF peptide response. activation, % at 13.2 µM. 0.46% of 350,000 active. AID 588473, 2011;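 active means activation of at least 50%, plus an integration ratio under a set limit after plate pattern correction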;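 further: plate controls were neutral control wells without compound for no effect and CRF at EC100 for full effect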
PHOSPHO1 block: PubChem AID 1565. Phosphoethanolamine/phosphocholine phosphatase (Homo sapiens), Q8TCT1. recombinant PHOSPHO1, absorbance phosphatase assay. inhibition, % at 13.3 µM. 1.1% of 290,000 active; in the data active means inhibition above about 60%
Target sequence (Q8TCT1 whole entry, looked up): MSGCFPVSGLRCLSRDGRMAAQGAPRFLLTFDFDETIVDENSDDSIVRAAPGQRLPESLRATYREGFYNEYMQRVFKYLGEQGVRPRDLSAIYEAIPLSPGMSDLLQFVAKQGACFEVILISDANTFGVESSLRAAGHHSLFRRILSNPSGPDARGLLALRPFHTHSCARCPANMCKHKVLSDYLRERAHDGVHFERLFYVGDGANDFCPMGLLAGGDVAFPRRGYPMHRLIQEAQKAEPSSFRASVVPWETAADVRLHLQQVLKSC
IDE act: human IDE activators in live cells, primary screen, fluorescence polarization, HEK cells, FAbeta-B substrate | AID 493087, 2011 | activation, % at 5.96 µM | Insulin-degrading enzyme (Homo sapiens), P14735 | 0.073% of 340,000 active | FAbeta-B cleavage; 0% vehicle, 100% cell-free pure enzyme wells;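 active means activation above the mean of all tested compounds plus 3 SD, set per screening campaign, cut at about 17% in these data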
GalR3 antagonist: GalR3 antagonists in HEK293 cells, primary screen, cell-based, fluorescence readout; HEK293 GalR3-CNG cAMP membrane potential fluorescence; galR3 body fused to GalR1 C-terminus; 0.44% of 360,000 active; inhibition, % at 3 µM; Galanin receptor type 3 (Homo sapiens), O60755; AID 651719, 2012;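 active means inhibition above the screen-wide average plus 3 SD, cut at about 13% in these data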;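 further: forskolin and galanin both at EC90 stimulate the cells; cAMP rise reported by CNG channel membrane potential dye signal; 0% = forskolin plus galanin with DMSO and 100% = forskolin alone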
Target sequence (O60755 1-299 limits assumed): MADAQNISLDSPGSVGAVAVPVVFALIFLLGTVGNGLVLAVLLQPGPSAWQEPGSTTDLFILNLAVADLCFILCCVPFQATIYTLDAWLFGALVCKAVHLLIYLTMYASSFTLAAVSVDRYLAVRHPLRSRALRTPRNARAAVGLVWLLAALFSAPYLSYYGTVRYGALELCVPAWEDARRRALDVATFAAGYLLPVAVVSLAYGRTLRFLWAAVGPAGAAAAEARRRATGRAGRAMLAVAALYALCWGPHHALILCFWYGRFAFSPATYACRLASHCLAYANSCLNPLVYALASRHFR
CRFR2-BP antag: antagonists of CRF-BP/CRF-R2 complex, primary screen, cell-based, HEK293, calcium dye fluorescence, uHTS. inhibition, % at 11.8 µM. CRF-induced calcium fluorescence. 0.59% of 350,000 active. AID 588475, 2011;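 active means inhibition of the ligand-induced calcium signal above about 50% at the single tested concentration, limit read from the data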
IDE cell inh: human IDE inhibitors in live cells, primary screen, fluorescence polarization, HEK cells, FAbetaB substrate; Insulin-degrading enzyme (Homo sapiens), P14735; FAbetaB cleavage; inhibition, % at 5.59 µM; 0.41% of 320,000 active;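 active means percent inhibition above the average of all tested compounds plus 3 SD, set per screening campaign, cut at about 16% in these data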;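 further: IDE supplied by intact live HEK cells; FP after avidin binding of uncleaved biotin substrate so inhibition keeps polarization high; 0% = DMSO wells and 100% = 60 µM reference IDE inhibitor Ii1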
p-CIP stab down: p/CIP-EGFP fusion destabilizers, primary screen, fluorescence, F442A cells; Q05BA5; 16 h; decrease of EGFP signal, % at 10 µM; 0.01% of 290,000 active; AID 1984, 2009;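 active means EGFP signal decrease of at least 30% at 10 µM or well 3 SD below plate mean, unless failing retest; inactive means the rest, including hits failing retest or dose response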; further: some compounds called inactive have numbers as strong as hits; many of its hits are not listed in these tables
MEKK3 PB1 HTS: modulators of MEKK3-MEK5 PB1 binding, primary screen, biochemical, wildtype MEKK3, multiplex bead flow cytometry, Alexa488-MEK5 | bead-based flow cytometry, Alexa488-MEK5 binding to MEKK3; actives lie on both sides; 0 = blocked by unlabeled MEK5, 100 = vehicle | 1.4% of 290,000 active | AID 1529, 2009 | binding response (% of control), % at 10 µM | Mitogen-activated protein kinase kinase kinase 3 (Homo sapiens), Q99759;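 active means binding response more than 3 SD above or below the average of its plate-row segment, actives on both sides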;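 further: Alexa488 bead fluorescence after subtracting the streptavidin-only scavenger bead signal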
M4 PAM: human M4 muscarinic receptor positive allosteric modulators, primary screen, CHO-K1 cells, Fluo-8 calcium fluorescence; Muscarinic acetylcholine receptor M4 (Homo sapiens), P08173; CHO-K1 hM4/Gqi5, ACh EC20; 0% = ACh EC20, 100% = maximal ACh; activation, % at 3 µM; 0.4% of 360,000 active;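 active means activation above its plate's cutoff, the mean activation of sample wells plus 3 SD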; further: some results filed as inactive read as strong as hits
Target sequence (P08173 whole entry, looked up): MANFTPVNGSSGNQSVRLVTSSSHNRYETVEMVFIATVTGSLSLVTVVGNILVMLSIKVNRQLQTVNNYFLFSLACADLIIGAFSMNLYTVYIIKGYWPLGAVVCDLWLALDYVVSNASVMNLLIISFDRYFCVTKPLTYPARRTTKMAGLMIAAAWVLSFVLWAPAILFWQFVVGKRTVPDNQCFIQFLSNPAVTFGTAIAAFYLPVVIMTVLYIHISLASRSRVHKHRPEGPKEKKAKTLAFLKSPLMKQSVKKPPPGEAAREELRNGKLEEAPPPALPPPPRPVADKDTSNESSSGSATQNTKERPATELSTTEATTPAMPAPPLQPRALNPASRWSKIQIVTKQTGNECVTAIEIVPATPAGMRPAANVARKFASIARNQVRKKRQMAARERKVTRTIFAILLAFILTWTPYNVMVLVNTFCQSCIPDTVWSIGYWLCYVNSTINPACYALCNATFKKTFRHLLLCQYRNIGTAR
* = called active by the depositor; / = no result given.

SMILES	CRFR2-BP ag	PHOSPHO1 block	IDE act	GalR3 antagonist	CRFR2-BP antag	IDE cell inh	p-CIP stab down	MEKK3 PB1 HTS	M4 PAM
O=C(c1ccc(Cn2cc(Cl)cn2)cc1)N1CCN(c2ccccc2)CC1	-1.5	-46	2	-5	14	1	11	100	4
Cc1ccc(SCCC(=O)Nc2cccnc2)cc1	-0.3	17	/	-4	8	-3	-9	73	-2
Fc1ccc(-c2nc(-c3cccs3)no2)cc1	0.1	27	2	-4	11	0	-5	96	-13
O=C(COC(=O)CNC(=O)c1cccc([N+](=O)[O-])c1)Nc1cccc(S(=O)(=O)N2CCCC2)c1	-0.3	-2	-3	-2	6	4	-7	116	-6
COc1cc(O)c(C(CCN2CCN(c3ccccc3)CC2)c2ccc3c(c2)OCO3)c(OC)c1 (centres undefined)	4.1	4	-1	-1	-7	3	6	98	-6
CC(C)C(=O)NCCc1nc2ccccc2n1C	-1.2	43	-2	-4	6	0	-4	95	4
O=C(O)CSCc1cnn(-c2ccccc2)c1-n1cccc1	1.9	16	-4	-7	5	1	8	111	14
O=C(c1ccco1)c1cn(CC(=O)N2CCCC2)c2ccccc12	-0.7	-12	-2	-6	-6	0	1	103	-1
CC1CCCCC12NC(=O)N(CC(=O)NCCc1c[nH]c3ccccc13)C2=O (centres undefined)	-0.8	/	3	-5	2	0	/	/	-2
Cc1c(C(=O)N2CCC[C@H]2CO)oc2c(F)cccc12	-1.3	8	6	-5	12	1	-12	105	1
CC(C(=O)NCCS(=O)(=O)c1ccc(Cl)cc1)S(=O)(=O)c1ccccc1 (centres undefined)	-1.7	4	6	-1	-1	1	-4	152*	-6
CC1C(=O)Nc2ccc(S(=O)(=O)NCCc3ccc(Cl)cc3)cc2NC1=O (centres undefined)	-0.2	-30	-3	/	20	2	0	103	0
O=C(NCc1cn2ccsc2n1)c1c(F)cccc1Cl	-0.5	26	6	/	-3	0	3	102	3
Cc1ccc(-n2cc(CN3CCN(c4ccccn4)CC3)c(-c3ccc(F)cc3)n2)cc1	-2.4	48	-2	-5	0	1	-4	103	1
Cc1ccc(S(=O)(=O)Nc2ccc(NC(=O)c3cccnc3)cc2)cc1	-1.1	47	5	-3	-3	1	-24	94	-2
COCCNC(=O)CSc1nc2ccccc2c(=O)n1-c1cccc(OC)c1	1.5	-7	-1	-5	-19	-5	-5	99	-6
Cn1c(CNC(=O)C(Cc2ccccc2)NC(=O)c2ccccc2F)cc(=O)n(C)c1=O (centres undefined)	3.0	3	-2	1	8	1	0	98	-1
Cc1ccc([C@H]2C[C@@H](n3cc(-c4ccc(F)cc4)nn3)[C@H](O)CN2CC2CCCCC2)cc1	2.3	/	/	-4	-10	/	/	/	4
C=CCNC(=O)C1CC(=O)N(c2ccc(OCC(=O)Nc3ccccc3)cc2)C1 (centres undefined)	-2.7	-10	4	-1	37	-2	0	103	0
CN1/C(=C\C(=O)COc2ccc3c(c2)OCO3)C(C)(C)c2ccccc21	1.9	-3	-4	-1	18	5	-13	/	-8
COc1cc(/C=C2\SC(=S)N(NC(=O)c3cccc(O)c3)C2=O)ccc1O	64*	19	-91	-12	-62	/	-117	106	-14
CCCc1cc(=O)c2c(O)ccc(OC)c2o1	-2.5	46	-4	-2	-3	1	-14	100	-4
CN(C)c1cc[n+](CC(=O)c2cccs2)cc1	-0.8	29	1	-9	1	-10	-19	104	-3
O=C(O)c1cccc(NC(=O)c2cn(-c3ccccc3)nc2-c2ccc([N+](=O)[O-])cc2)c1	-0.4	19	6	-6	16	-3	1	91	-6
Cc1ccc(S(=O)(=O)NCC(=O)OC(C)C(=O)Nc2ncc(Cl)cc2Cl)cc1 (centres undefined)	-0.3	34	-4	-5	8	0	-7	87	-1

Reprinted from the part before: two compounds; new compounds follow.
SMILES	CRFR2-BP ag	PHOSPHO1 block	IDE act	GalR3 antagonist	CRFR2-BP antag	IDE cell inh	p-CIP stab down	MEKK3 PB1 HTS	M4 PAM
O=C(O)c1cccc(NC(=O)c2cn(-c3ccccc3)nc2-c2ccc([N+](=O)[O-])cc2)c1	-0.4	19	6	-6	16	-3	1	91	-6
Cc1ccc(S(=O)(=O)NCC(=O)OC(C)C(=O)Nc2ncc(Cl)cc2Cl)cc1 (centres undefined)	-0.3	34	-4	-5	8	0	-7	87	-1
COc1cccc(/C=N/NC(=O)CNC(=O)c2cccs2)c1O	-1.7	25	5	1	14	-2	-9	87	1
Cc1ccc(OCCC(=O)Nc2ccc(S(=O)(=O)N3CCCC3)cc2)cc1	0.6	/	-7	-5	3	8	/	/	-1
C=C(C)COc1cc2oc(=O)c(CC(=O)N3C[C@H]4C[C@@H](C3)c3cccc(=O)n3C4)c(C)c2cc1Cl	0.4	40	-4	3	-8	2	-8	99	-1
Cc1cc(C=O)c(O)cc1O	-0.3	-2	-1	-1	2	-3	3	102	8
COc1ccc(N2CCN(C(=O)c3cccnc3)CC2)c([N+](=O)[O-])c1	0.4	12	0	4	1	3	4	99	-2
CCOC(=O)c1c(C)n(-c2ccccc2)c2ccc(O)cc12	0.0	3	-2	-6	2	-3	3	123	1
CCn1cc(CNC(=O)NC2CCCCC2)c(C)n1	2.8	-15	5	-3	-6	-1	-6	104	-2
C[C@]1(C(=O)NCCN2CCOCC2)C=C[C@@H](Cc2ccccc2)N1C(=O)c1ccccc1	-1.1	-21	6	-9	-1	1	-3	110	9
O=C(CN1CCCN(S(=O)(=O)c2ccc(F)cc2)CC1)Nc1c(Cl)cccc1Cl	-0.5	32	4	-10	2	2	-6	102	-12
CN(Cc1ccccc1)CC(O)COc1ccc(CNCc2cc3ccccc3s2)cc1 (centres undefined)	1.9	36	0	-9	-10	4	-10	103	-14
Cc1cc(C)cc(C(=O)OCC(=O)NC(=O)NC2CCCC2)c1	-1.0	/	0	-9	5	-6	/	/	10
CCNC(=S)N1CCN(c2ccccc2OCC)CC1	-4.4	7	9	4	17	2	6	91	0
COc1cc(OC)cc(C(=O)NNC(=O)C(=O)Nc2cc(OC)c(Cl)cc2OC)c1	-0.3	27	4	-10	8	-2	-17	106	-1
Cc1cc(C)c(N)c(C(=O)O)c1	-1.4	34	2	-8	2	1	6	109	1
CN(C(=O)c1ccccc1C(=O)c1ccccc1)C1CCS(=O)(=O)C1 (centres undefined)	-0.2	5	-4	-5	-4	-4	10	87	4
Cc1c(C(=O)Nc2ccc(S(=O)(=O)Nc3ncccn3)cc2)oc2ccc(F)cc12	-0.8	43	4	1	7	/	2	97	1
CCc1c(C)c(C#N)c2nc3ccccc3n2c1NCc1ccccn1	0.5	20	-4	-2	9	-2	6	102	-1
CC1CC(NC(=O)CC#N)CC(C)(C)C1 (centres undefined)	0.2	-3	7	-3	7	1	3	102	0
S=c1nc(-c2ccccc2Cl)n(Cc2cccnc2)c2c1CCCC2	6.0	1	0	-5	-4	10	-14	88	-2
Nc1nc2ccccc2n1C(=O)c1cccs1	0.4	8	-1	-7	-7	-2	7	103	6
C/C=C/C(=O)N1CC2(CC(c3cccc(NC(=O)CC(c4ccccc4)c4ccccc4)c3)=NO2)C[C@H]1C(N)=O (some centres undefined)	-1.4	13	4	-2	5	4	0	106	-2
O=C(O)c1ccc(Cn2cnc3c(=S)nc[nH]c32)cc1	0.8	/	-5	0	-4	/	/	/	5
CCOc1ccc(N2C(=O)Nc3ccccc3C2(O)C(=O)NCc2ccc(C)cc2)cc1 (centres undefined)	0.9	16	0	2	-10	3	-5	91	-21
COc1ccc(OC)c(S(=O)(=O)Nc2cccc3ccc(O)cc23)c1	-1.2	/	6	-4	-13	-2	/	/	-12
O=C(COc1cccc(F)c1)Nc1nc(-c2ccncc2)cs1	-0.5	/	2	-6	2	3	/	/	-8

Another view of some results above.
Compound | CRFR2-BP ag | PHOSPHO1 block | IDE act | GalR3 antagonist | CRFR2-BP antag | IDE cell inh | p-CIP stab down | MEKK3 PB1 HTS | M4 PAM
Cc1cc(C)c(N)c(C(=O)O)c1 | -1.4 | 34 | 2 | -8 | 2 | 1 | 6 | 109 | 1
CN(C(=O)c1ccccc1C(=O)c1ccccc1)C1CCS(=O)(=O)C1 (centres undefined) | -0.2 | 5 | -4 | -5 | -4 | -4 | 10 | 87 | 4
Cc1c(C(=O)Nc2ccc(S(=O)(=O)Nc3ncccn3)cc2)oc2ccc(F)cc12 | -0.8 | 43 | 4 | 1 | 7 | / | 2 | 97 | 1
CCc1c(C)c(C#N)c2nc3ccccc3n2c1NCc1ccccn1 | 0.5 | 20 | -4 | -2 | 9 | -2 | 6 | 102 | -1
CC1CC(NC(=O)CC#N)CC(C)(C)C1 (centres undefined) | 0.2 | -3 | 7 | -3 | 7 | 1 | 3 | 102 | 0
S=c1nc(-c2ccccc2Cl)n(Cc2cccnc2)c2c1CCCC2 | 6.0 | 1 | 0 | -5 | -4 | 10 | -14 | 88 | -2
Nc1nc2ccccc2n1C(=O)c1cccs1 | 0.4 | 8 | -1 | -7 | -7 | -2 | 7 | 103 | 6
C/C=C/C(=O)N1CC2(CC(c3cccc(NC(=O)CC(c4ccccc4)c4ccccc4)c3)=NO2)C[C@H]1C(N)=O (some centres undefined) | -1.4 | 13 | 4 | -2 | 5 | 4 | 0 | 106 | -2
O=C(O)c1ccc(Cn2cnc3c(=S)nc[nH]c32)cc1 | 0.8 | / | -5 | 0 | -4 | / | / | / | 5
CCOc1ccc(N2C(=O)Nc3ccccc3C2(O)C(=O)NCc2ccc(C)cc2)cc1 (centres undefined) | 0.9 | 16 | 0 | 2 | -10 | 3 | -5 | 91 | -21
COc1ccc(OC)c(S(=O)(=O)Nc2cccc3ccc(O)cc23)c1 | -1.2 | / | 6 | -4 | -13 | -2 | / | / | -12

(further entries)
SMILES	CRFR2-BP ag	PHOSPHO1 block	IDE act	GalR3 antagonist	CRFR2-BP antag	IDE cell inh	p-CIP stab down	MEKK3 PB1 HTS	M4 PAM
COc1ccc(OCC(O)Cn2c(=N)n(CCN3CCCCC3)c3ccccc32)cc1 (centres undefined)	0.4	-8	5	-5	-8	1	-11	110	-5
COc1cc2cc(-c3ccc(O)cc3O)nc(C)c2cc1OC	-3.8	16	0	1	19	-4	-8	105	-6
N#Cc1ccc(NN=Nc2ccccc2C#N)cc1	-3.5	/	/	-6	7	/	/	/	2
O=c1oc2c3c4c(cc2s1)CCCN4CCC3	1.9	32	-5	-2	-11	12	-9	98	-10
NC(=O)C1CCN(c2nc(C3CC3)nc3c2nnn3Cc2ccccc2Cl)CC1	1.0	14	-2	-5	-36	3	-2	97	2
O=C(CSc1nnc(CNC(=O)c2cccs2)o1)Nc1ccc(Cl)cc1	1.7	17	-4	-10	-3	-3	-7	100	-1
COc1ccc(S(=O)(=O)n2nc(-n3c(C)ccc3C)c3c(F)cccc32)cc1OC	2.5	47	1	-8	19	9	-4	94	-12
CCOc1ccc(N(C(=O)c2snc(C(N)=O)c2N)C(C(=O)NC2CCCC2)c2ccncc2)cc1 (centres undefined)	0.2	28	3	-10	4	-1	-7	/	-7
OC(CNc1nc2ccccc2s1)c1ccccc1 (centres undefined)	8.4	20	-5	-4	14	-1	-13	107	6

Compound activity (PubChem BioAssay)
